# High-throughput results (PubChem)
# 697 NFkB inh = lowers PMA/ionomycin-induced NF-kB signal in 697 B cells; AID 435022; 0.33% of 330,000 active; 697 B-cell NF-kB luciferase reporter, 16 h; inhibition, % at 4 µM; in the data active = inhibition above about 35%
# EBI2 block = blocks human EBI2 receptor beta-arrestin signaling; P32249; 0.81% of 360,000 active; EBI2 beta-arrestin recruitment, luminescence, 7a,25-OHC stimulated; inhibition, % at 5 µM; in the data active = inhibition above about 38%;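 also: enzyme fragment complementation signal reports receptor beta-arrestin coupling in cells; 0% = agonist plus DMSO wells and 100% = wells without agonist; some results beyond the cut were filed as inactive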
# Target sequence (P32249 whole entry, looked up, the tested form may be a part): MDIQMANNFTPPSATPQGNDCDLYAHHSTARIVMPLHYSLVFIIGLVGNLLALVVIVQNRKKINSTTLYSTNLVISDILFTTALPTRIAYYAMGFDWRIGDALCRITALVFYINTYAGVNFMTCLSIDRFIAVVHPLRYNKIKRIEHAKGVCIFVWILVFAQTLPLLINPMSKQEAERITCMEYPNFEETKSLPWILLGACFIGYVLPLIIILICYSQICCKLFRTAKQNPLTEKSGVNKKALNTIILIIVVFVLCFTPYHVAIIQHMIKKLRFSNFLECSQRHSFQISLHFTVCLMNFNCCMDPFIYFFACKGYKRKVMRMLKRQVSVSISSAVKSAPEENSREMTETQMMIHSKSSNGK
# Gli-Sufu block = Gli-Sufu pathway antagonism; 0.74% of 340,000 active; inhibition, % at 5 µM; Sufu-KO-LIGHT fibroblasts, Gli luciferase reporter luminescence; AID 588413;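 active = inhibition above about 55%, limit read from the data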;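 also: 0% = DMSO-treated cells and 100% = wells with medium but no cells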
# UPR CHOP act = apoptotic UPR (CHOP) activation; 0.34% of 330,000 active; CHO-CHOP luciferase reporter, luminescence; percent of tunicamycin response over DMSO baseline; AID 449763; activation, % at 10 µM;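 active = at 10 µM dose, activation of 40% or more, normalized to positive control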;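 also: 100% = tunicamycin at 10 µg/mL and 0% = DMSO alone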
#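 Dosing – one dose, 10 µM in 0.5% DMSO · System – CHO-CHOP cells, stable luciferase reporter of PERK-eIF2a-CHOP signalling · Input – 500 cells/well · Control set – tunicamycin 10 µg/mL final as positive, DMSO-only wells as negative · Timing – 6 h compound treatment, 37 °C · Measure – % activation vs tunicamycin · Technique – luminescence read with Steady-Glo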
# XBP1 UPR activ = adaptive UPR (XBP1) activation; activation, % at 20 µM; AID 463104; CHO-XBP1 luciferase reporter, IRE1-XBP1 UPR activation, luminescence; percent of tunicamycin response, DMSO as zero; 0.33% of 330,000 active;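 active = versus positive control, 20 µM dose yields 30% or more activation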;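 also: 100% = tunicamycin at 10 µg/mL and 0% = DMSO only wells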
#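 Material: CHO cell line with stable XBP1 luciferase reporter; schedule: 16-18 h cell attachment at 37 °C, then 6 h compound exposure; signal: glow luminescence from Steady-Glo reagent; medium: serum-containing F12 medium, 10% FBS; benchmarks: tunicamycin 10 µg/mL and vehicle-only wells; read-out: percent activation relative to tunicamycin reference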
# Mdm2 MdmX PPI = inhibitors of human Mdm2/MdmX interaction; SaOS-2 split-luciferase Mdm2/MdmX complementation, luminescence; inhibition, % at 8 µM; 3% of 330,000 active; AID 485346;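 active = inhibition of at least 50% at 8 µM in the primary screen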
# CXCR6 inh = blocks human CXCR6 beta-arrestin recruitment | O00574 | CHO-K1 PathHunter CXCR6 beta-arrestin, luminescence | inhibition, % at 20 µM | 0.36% of 360,000 active | AID 602244; in the data active = inhibition above about 34%, passing the limit was not always enough;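 also: antagonist mode with CXCL16 agonist at 10 nM final; 0% = 10 nM CXCL16 with DMSO and 100% = unstimulated wells without agonist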
# Target sequence (O00574 whole entry, looked up): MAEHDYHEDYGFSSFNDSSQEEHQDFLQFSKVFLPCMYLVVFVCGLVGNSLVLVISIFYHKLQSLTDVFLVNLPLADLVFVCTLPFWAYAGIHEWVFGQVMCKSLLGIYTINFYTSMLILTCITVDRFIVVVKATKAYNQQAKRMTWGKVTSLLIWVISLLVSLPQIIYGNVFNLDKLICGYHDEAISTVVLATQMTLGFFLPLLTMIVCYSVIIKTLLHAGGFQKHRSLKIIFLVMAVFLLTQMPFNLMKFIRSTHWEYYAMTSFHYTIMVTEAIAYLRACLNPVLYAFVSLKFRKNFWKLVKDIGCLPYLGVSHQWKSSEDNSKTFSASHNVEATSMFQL
# CCR6 antagonist = antagonists of human CCR6 receptor; 0.49% of 340,000 active; CHO-K1 CCR6 PathHunter beta-arrestin, luminescence, CCL20-stimulated; inhibition, % at 20 µM;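 active = compounds whose inhibition of the agonist-driven luminescence signal at 20 µM reaches about 50%, limit read from the data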;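 also: cells stimulated with CCL20 at 14 nM final; plate controls were DMSO with CCL20 for no effect and DMSO without agonist for full effect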
# Target sequence (P51684 whole entry, looked up): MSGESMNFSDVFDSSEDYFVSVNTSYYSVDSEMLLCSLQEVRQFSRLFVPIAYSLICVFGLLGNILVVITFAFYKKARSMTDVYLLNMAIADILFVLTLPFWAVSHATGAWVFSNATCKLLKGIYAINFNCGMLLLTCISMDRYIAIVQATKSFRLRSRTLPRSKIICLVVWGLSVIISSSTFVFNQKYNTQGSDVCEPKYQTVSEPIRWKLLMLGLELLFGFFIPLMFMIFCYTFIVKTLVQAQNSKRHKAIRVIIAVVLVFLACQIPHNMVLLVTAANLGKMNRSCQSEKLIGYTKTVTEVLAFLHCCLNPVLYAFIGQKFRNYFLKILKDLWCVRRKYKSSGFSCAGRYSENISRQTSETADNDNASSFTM
# Jurkat NFkB inh = inhibitors of the PMA/ionomycin-induced NF-kB reporter in Jurkat cells; PMA/ionomycin-induced NF-kB luciferase reporter, luminescence; inhibition, % at 4 µM; 0.53% of 330,000 active; in the data active = inhibition above about 50%
# Starred values were filed as active, the others as inactive; . = not tested or not shown.
SMILES,697 NFkB inh,EBI2 block,Gli-Sufu block,UPR CHOP act,XBP1 UPR activ,Mdm2 MdmX PPI,CXCR6 inh,CCR6 antagonist,Jurkat NFkB inh
COc1ccccc1/C=N/NC(=O)C(=O)NCc1cccnc1,20,3,-3,0.8,-1,27,-13,4,-11
COc1ccc(CC(=O)NC2CCSc3ccccc32)c(OC)c1 (stereo unspecified),11,5,4,-1.0,-2,-5,6,3,-4
CC(C)(O)C#Cc1ccc(C(=O)N2CCCC(CNS(=O)(=O)c3cccs3)C2)o1 (stereo unspecified),1,2,-1,-0.8,-6,-19,-8,7,4
CCOC(=O)c1c(C)[nH]c(-c2csc(N)n2)c1C,.,-9,-12,.,.,.,-2,9,.
COc1ccc(C(=O)/C=C/c2ccc(O)cc2)cc1,-18,8,1,3.7,-1,10,-3,7,2
Cc1cc(C)c(S(=O)(=O)N(C)CC(=O)N2CCCCC2)c(C)c1,23,3,-3,0.1,0,0,-7,13,9
CC(=O)N1C(=O)N(C)C2C1N(C(C)=O)C(=O)N2C (stereo unspecified),8,-7,2,0.1,-4,13,-10,8,-11
CC(=O)Nc1ccc(S(=O)(=O)N(CCO)Cc2ccccc2)cc1,-32,-11,8,-0.9,-1,-2,-14,-14,-14
O=C(Cn1cnc2c(nnn2Cc2ccccc2)c1=O)N1CCN(c2ccccc2)CC1,13,-3,-8,0.7,-2,7,5,7,1
C=CCNc1ncnc2c1[nH]c1ccccc12,-15,-1,2,0.6,5,-1,3,-10,22
COc1ccccc1N(CN1CCCC1=O)C(=O)c1c(F)cccc1F,5,-10,7,1.3,1,-6,-4,-27,9
COc1ccccc1NC(=S)Nc1ccccn1,-9,-5,-1,-1.4,-2,10,-1,-1,-2
C#CCOCCOCCOCCNc1nc(N2CCN(C(=O)[C@H](CCCCN)n3cc([C@@H](N)C(C)CC)nn3)CC2)nc(N2CCN(C(=O)[C@H](CCCCN)n3cc([C@@H](N)CO)nn3)CC2)n1 (stereo partly specified),10,.,.,1.7,2,-13,.,.,9
CC(C)=CC(=O)Nc1c(C)cc(C)cc1Cl,-15,-1,14,0.2,0,4,0,1,-3
O=C(CCC(=O)NNc1nc2ccccc2c2nc(-c3ccccc3)nn12)NCCCN1CCOCC1,-3,2,7,-3.0,1,7,0,3,-12
COc1ccc(-c2csc(N3CCSCC3)n2)cc1,-32,14,-21,7.5,-1,-109,1,5,-63
COCC1CCCCN1C(=O)CCCn1nnnc1CN1CCC(C)CC1 (stereo unspecified),20,-2,2,1.4,-2,11,-3,2,14
CSc1nsc(SCC(=O)Nc2ccc(C(C)=O)cc2)n1,-114,-11,-17,6.1,3,-118,-1,10,-120
O=C(CNC(=O)C12CC3CC(CC(C3)C1)C2)Nc1ncccc1O,26,-6,5,1.0,0,-6,-11,12,5
CC(C)C(=O)NC(Nc1ccc(S(N)(=O)=O)cc1)C(Cl)(Cl)Cl (stereo unspecified),16,-14,0,0.3,0,-1,-3,-6,8
COC(=O)c1cc2n(n1)CCN(Cc1cccc(OC)c1)C2=O,9,-18,2,-0.7,0,6,-6,2,3
CN(C)C/C=C/C(O)(c1ccccc1)c1ccccc1,7,-9,2,-1.3,2,16,0,6,0
COc1ccc(N(CC(=O)NC2CCCCC2)C(=O)CNC(=O)c2ccco2)cc1OC,3,1,3,0.3,2,3,-2,-4,-4
COc1ccc(S(=O)(=O)CCC(=O)O)cc1,7,-3,1,-0.6,-1,10,-13,10,-14
COc1ccccc1-n1cnc2cc(NCc3ccccc3O)ccc21,-20,10,-3,6.9,0,16,-8,7,-10
# More compounds:
SMILES,697 NFkB inh,EBI2 block,Gli-Sufu block,UPR CHOP act,XBP1 UPR activ,Mdm2 MdmX PPI,CXCR6 inh,CCR6 antagonist,Jurkat NFkB inh
COc1cc(S(=O)(=O)N2CCN(c3ccccc3F)CC2)ccc1Cl,-9,3,-3,-2.1,1,14,-2,14,9
Cc1cc(N(C)/N=C/c2ccccc2O)nc(-c2ccccc2O)n1,-40,13,13,6.6,4,21,42*,56*,-6
COc1ccccc1NC(=O)CN1CCN(CC(=O)Nc2ccc3c(c2)OCCO3)CC1,9,-17,3,-0.5,-5,14,-12,3,-24
CCN(CC)C(=O)CCSc1nnc(-c2ccco2)o1,-1,-4,-5,1.3,0,-20,-1,-1,-2
C=C(C)c1nc(N)nc(N)n1,5,-1,0,-0.4,0,45,-2,18,-3
Nc1nc(Br)c2c(F)cccc2c1-c1ccc(Cl)cc1,-6,11,10,6.9,0,20,-4,12,14
C=CCN(CC=C)C(=S)NCCc1ccc(OC)c(OC)c1,9,-5,6,-0.7,-2,6,-8,-6,13
Cc1ccc(C(C)NC(=O)c2c(-c3ccccc3)noc2C)cc1C (stereo unspecified),9,-1,7,1.3,-1,18,6,6,-6
COC(=O)CCn1nnc(-c2cccs2)n1,4,1,1,-2.6,-1,-3,-1,5,-2
COc1ccc(N(C(=O)c2ccncc2)S(=O)(=O)c2cccc([N+](=O)[O-])c2)cc1,4,-6,1,-0.4,-5,18,1,0,8
CC1CN(C)C(C)c2c1oc1ccc(N)cc21 (stereo unspecified),12,4,-2,-2.3,-1,17,-1,6,-3
O=C(CSc1nnc(CCCO)n1-c1ccccc1)NCCc1ccccc1,-16,9,10,-1.3,0,-22,0,16,-1
CNc1nnc(C(F)(F)F)s1,-2,5,11,-1.5,-2,-1,4,9,5
COC(=O)/C(=N/Nc1ccc(C)cc1)N1CCCc2ccccc21,-26,18,3,-0.4,-1,25,6,25,1
Cc1ccc(-c2cc(C(=O)N3N=C(C(F)F)CC3(O)C(F)F)c3ccccc3n2)cc1C (stereo unspecified),-1,16,-4,6.7,4,40,6,14,-22
Cc1cc(C)cc(N(C(=O)c2csnn2)C(C(=O)NC(C)(C)C)c2ccccn2)c1 (stereo unspecified),-5,-3,-6,0.1,-2,3,8,5,10
O=C(Nc1ccc(F)cc1F)c1cc2ncc(CCCl)cn2n1,6,0,8,1.4,1,-14,-2,4,-7
CCOc1ccc(C(=O)NC(C)(C)CC)cc1,13,0,-12,1.4,-1,-4,-2,-2,5
COC(=O)c1ccc(COC(=O)C2CCN(S(=O)(=O)c3ccccc3C(=O)OC)CC2)cc1,-27,25,0,-2.1,-1,19,-5,16,-25
CC(OC(=O)c1ccc(Br)o1)C(=O)NCC1CCCCC1 (stereo unspecified),5,6,-3,-0.5,-1,-25,11,0,-4
Cc1cccc(C2c3[nH]c4ccccc4c3CCN2C(=O)Cc2n[nH]c(C)n2)n1 (stereo unspecified),14,11,-5,-1.2,-1,-4,-5,6,5
COc1ccc(S(=O)(=O)Nc2ccc(S(=O)(=O)Nc3cc(C)nc(C)n3)cc2)cc1OC,5,-1,-10,1.6,2,-8,10,12,26
O=S(=O)(NC1CCCC1)c1ccc(S(=O)(=O)N2CCCN(Cc3ccccc3)C2)cc1,-3,2,17,-2.2,-1,26,-5,7,-1
COc1ccc(N/C=C/C(=O)c2ccc(Cl)cc2)cc1,-195,16,-91,2.0,-3,-125,0,9,-174
CN(C)S(=O)(=O)c1cccc(C(=O)NCCOC(=O)c2cc(F)c(F)cc2Cl)c1,5,-2,1,1.9,-5,-22,10,8,-5
# Remaining list, next part.
SMILES,697 NFkB inh,EBI2 block,Gli-Sufu block,UPR CHOP act,XBP1 UPR activ,Mdm2 MdmX PPI,CXCR6 inh,CCR6 antagonist,Jurkat NFkB inh
Cc1nc(SCC(=O)NCc2ccc3c(c2)OCO3)nc(C)c1C,5,5,-16,-0.8,-3,3,1,-2,0
COc1cc(C(=O)NC(=S)Nc2ccccc2[N+](=O)[O-])cc(OC)c1OC,8,9,-3,0.4,13,20,14,18,7
Oc1c(Br)cc(Br)cc1C=NCc1ccccc1,25,3,-9,0.2,-1,26,41*,21,3
O=C(CSc1nc2[nH]ncc2c(=O)[nH]1)N1CCCC1,-6,-12,-11,-0.7,-2,4,8,8,11
Cc1ccc(C(=O)c2c(C)oc3c2C(=O)C(=O)c2ccccc2-3)cc1,11,-22,-5,64*,-7,97*,32,72*,-10
CCCCn1c(SCc2cc(=O)[nH]c3ccccc23)nc2c1c(=O)n(C)c(=O)n2C,-11,.,.,1.2,7,7,.,.,-10
O=C(NCCc1ccc(F)cc1)c1ccc2c(=O)n3c(nc2c1)CCC3,-21,-7,96*,2.5,0,-26,-7,9,-32
COC(=O)C1=C(C)N(Cc2ccc(C)cc2)C(=O)/C1=C\c1ccc(O)c(OC)c1,-9,7,5,0.9,5,42,36*,34,9
CCOc1ccc(C(C)NC(=S)NCc2ccc(Cl)cc2)cc1 (stereo unspecified),7,10,-14,-0.1,1,29,0,-7,12
Cc1cc[n+](-c2[nH]c(=O)sc2/C=N/N=C(\[O-])c2ccncc2)cc1C,10,-8,3,-0.6,-2,-9,-5,5,-2
CN(CC(=O)Nc1ccc(F)c(F)c1F)C(=O)CN1C(=O)C2CCCCC2C1=O (stereo unspecified),9,-8,-7,2.8,-6,27,-9,1,-13
CN(C1CCCCC1)S(=O)(=O)c1cccc(C#N)c1,20,-1,5,1.3,-2,-4,-4,17,12
CC(=O)Nc1ccc(Nc2ncnc3c2cnn3-c2ccccc2)cc1,-15,2,-44,2.4,12,0,-1,23,-44
Cc1ccc[n+](CC(=O)c2ccc(Br)cc2)c1,8,4,-3,0.9,-3,32,2,10,-9
O=C(NC1CC1)C1=C[C@@H](c2ccccc2)C[C@@H](OCCCCO)O1,13,-15,-10,-1.5,1,1,9,10,4
Cc1cc(C(F)(F)F)n2nc(-c3cnn(C)c3C(F)(F)F)cc2n1,-47,2,7,-3.3,-2,-2,4,-1,-18
O=C(c1ccccc1)N1CCN(C(=O)c2cccnc2)CC1,5,-5,2,-0.8,-6,8,-5,5,9
Cc1ccc(C(=O)Oc2ccc(N3C(=O)CCC3=O)c(C)c2)cc1,8,-5,-4,2.7,6,0,-5,14,-5
Cc1ccc(NC(=O)CN2CCN(Cc3ccccc3)CC2)c(Br)c1,-20,-10,18,-0.9,-2,-37,-6,-6,-12
CCOC(=O)c1c(NC(=O)CN2CCN(c3cccc(Cl)c3)CC2)sc(C)c1C,.,7,4,.,.,.,-10,13,.
O=C(/C=C/c1ccc2c(c1)OCO2)c1ccc[nH]1,-76,-11,-46,2.2,1,-178,-6,3,-28
CCCn1c(NCc2cccs2)nc2ccccc21,7,8,18,-1.0,2,-13,1,10,-5
Clc1ccc(C2CC(c3cccs3)n3ncnc3N2)c(Cl)c1 (stereo unspecified),19,-5,-7,0.8,-2,-3,3,7,6

# 3 entries out of the list above, sorted by the value under EBI2 block, ascending:
molecule	697 NFkB inh	EBI2 block	XBP1 UPR activ	Mdm2 MdmX PPI	CXCR6 inh	CCR6 antagonist	Jurkat NFkB inh
O=C(CSc1nc2[nH]ncc2c(=O)[nH]1)N1CCCC1	-6	-12	-2	4	8	8	11
Cc1cc[n+](-c2[nH]c(=O)sc2/C=N/N=C(\[O-])c2ccncc2)cc1C	10	-8	-2	-9	-5	5	-2
COc1ccc(S(=O)(=O)CCC(=O)O)cc1	7	-3	-1	10	-13	10	-14

# A few values from the entries so far:
# For CXCR6 inh, CCOc1ccc(C(C)NC(=S)NCc2ccc(Cl)cc2)cc1 (stereo unspecified) shows 0
# For Jurkat NFkB inh, CCCCn1c(SCc2cc(=O)[nH]c3ccccc23)nc2c1c(=O)n(C)c(=O)n2C shows -10
